# A350 fluor: A350 region autofluorescence; Compound autofluorescence, 340/450 nm, Alexa 350 dye-equivalents; hits give high values; max dye-equivalent concentration, M; 11% of 59,000 active; AID 590; in the data active means max dye-equivalent concentration above about 10 nM; inconclusive means mostly about 1.1 nM to 9.6 nM
# ERK AVP block: inhibitors of vasopressin-stimulated ERK signaling pathway. HEK293-V1b, vasopressin-stimulated pERK AlphaScreen. Potency, µM (doses to about 57.5 µM), for inactives: top-dose activity, negative = inhibition, actives largely listed as inhibitors. 0.99% of 72,000 active; further: potency means the concentration at half of the fitted maximal effect; on the % scale 0 is the no-effect control and ±100 the full control effect; nearly all actives have a fitted effect of over 55% in size
#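 Phosphorylated ERK1/2 detected via AlphaScreen bead proximity in lysates of V1b-expressing HEK293 cells given 25 nM vasopressin for 5 min after 30 min compound exposure (37 °C). AC50 from Hill equation; basal DMSO 0%, vasopressin 100%.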
# TexasRed autofl: Texas Red region autofluorescence; Compound fluorescence, Texas Red channel, 547/618 nm; hits give high values; 0.06% of 59,000 active; max dye-equivalent concentration, M; in the data active means max dye-equivalent concentration above about 10 nM; inconclusive means between about 1.1 nM and that limit
#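 Pin-transferred compounds and Texas Red standards go into 100 mM Tris buffer, pH 8.0. After 15 min at room temperature, plates are imaged with 547/618 nm filters. Each value is a dye-equivalent concentration derived from the per-plate dye curve.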
# Fluorescein autfl: compound autofluorescence in fluorescein spectral region; 0.91% of 59,000 active; Compound autofluorescence, 480/540 nm, fluorescein-equivalent; hits give high values; AID 593; max fluorescein-equivalent concentration, M; in the data active means max fluorescein-equivalent concentration above about 10 nM; inconclusive means between about 1.1 nM and that limit
#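 Normalized response (dye-equivalent concentration) derives from comparing each well's 540 nm emission, under 480 nm excitation, with plate-resident fluorescein standards. Compounds were held in 100 mM Tris, pH 8.0, for 15 min at room temperature.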
# Luciferase inh: firefly luciferase inhibition. purified firefly luciferase, luminescence, 8 min. P08659. AID 411. 2.2% of 72,000 active. Potency, µM (highest dose often 57.1 µM), for inactives: at the top dose activity change, negative = inhibition, most hits filed as inhibitors; further: potency means the concentration at half of the fitted maximal effect; on the % scale 0 is the no-effect control and ±100 the full control effect; nearly all actives have a fitted effect of over 40% in size
# Target sequence (P08659 whole entry, looked up): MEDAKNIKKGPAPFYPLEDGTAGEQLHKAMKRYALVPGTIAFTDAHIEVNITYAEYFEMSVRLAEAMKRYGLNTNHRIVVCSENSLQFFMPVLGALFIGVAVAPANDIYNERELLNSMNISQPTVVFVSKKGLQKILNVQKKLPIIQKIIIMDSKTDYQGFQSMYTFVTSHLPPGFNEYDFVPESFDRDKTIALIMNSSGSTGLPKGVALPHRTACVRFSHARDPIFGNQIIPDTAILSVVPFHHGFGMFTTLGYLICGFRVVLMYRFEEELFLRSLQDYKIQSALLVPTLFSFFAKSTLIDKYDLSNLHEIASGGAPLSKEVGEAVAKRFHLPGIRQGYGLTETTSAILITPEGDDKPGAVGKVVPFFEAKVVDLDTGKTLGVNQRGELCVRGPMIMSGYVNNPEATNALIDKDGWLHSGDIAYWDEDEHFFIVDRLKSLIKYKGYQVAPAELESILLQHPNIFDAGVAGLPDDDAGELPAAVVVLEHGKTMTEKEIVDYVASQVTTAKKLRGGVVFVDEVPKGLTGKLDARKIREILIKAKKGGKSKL
#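 Inhibition of light generation by firefly luciferase from ATP and luciferin was profiled with concentration-response curves per sample, ATP held at 10 uM within the enzyme's linear range. Plates were read by luminescence after an 8-minute ambient incubation.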
# Tau fil binding: binds recombinant human tau filaments. Potency, µM (doses to about 57.1 µM), inactives show at the highest dose activity change, negative = inhibition. 2% of 71,000 active. AID 596. P10636. recombinant tau filaments, thioflavin S fluorescence, 15 h; filaments grown with octadecylsulfate alongside compound;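 further: potency means the concentration at half of the fitted maximal effect; on the % scale 0 is the no-effect control and ±100 the full control effect; actives lower thioflavin S fluorescence by blocking filaments or displacing dye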
#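 Quantitative HTS: thioflavine S signal from ODS-induced tau filaments, excited at 450 nm, emission 510 nm. Conditions: 1 uM tau, 30 uM ODS, 15 h at 37 C, pH 7.4.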
# 4-MU autofl: 4-MU region autofluorescence. max dye-equivalent concentration, M. 11% of 59,000 active. compound autofluorescence, 340/450 nm, 4-MU equivalents; hits give high values; in the data active means max dye-equivalent concentration above about 10 nM; inconclusive means mostly about 1.1 nM to 9.6 nM
#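 Compounds in 100 mM Tris, pH 8.0, sat 15 min at room temperature before fluorescence was read at 340 nm excitation/450 nm emission; a per-plate six-point 4-MU standard curve converted signals to dye-equivalent concentration at each compound concentration.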
# Casp1 inh: caspase-1 (human) inhibition, allosteric or competitive; P29466; Caspase-1 enzyme, Ac-WEHD-AFC fluorogenic rate; Potency, µM (highest dose often 57.5 µM), inactives show top-dose activity change, negative = inhibition, most hits filed as inhibitors; 0.03% of 75,000 active;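 further: potency means the concentration at half of the fitted maximal effect; plate controls were vehicle for no effect and no substrate for full effect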
# Rhodamine fluor: compound autofluorescence in rhodamine spectral region | Rhodamine-region fluorescence, 547/598 nm, Tris buffer; hits give high values | max dye-equivalent concentration, M | 0.05% of 59,000 active; in the data active means max dye-equivalent concentration above about 11 nM; inconclusive means between about 1.1 nM and that limit
#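 A six-point rhodamine series on each plate calibrates the signal. Compounds sit in 100 mM Tris (pH 8.0) for 15 min at ambient temperature before imaging through 547 nm/598 nm filters.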
# HEK293 cAMP ctrl: raises cAMP in parental HEK293 cells, TSHR agonist counter-screen; Potency, µM (top dose mostly 57.1 µM), for the others: at the top dose activation, hits mostly activators; 2.5% of 73,000 active; AID 938; parental HEK293 CNG cAMP sensor, membrane potential fluorescence; further: potency means the concentration at half of the fitted maximal effect; % of control where 0% means no effect; nearly all actives have a fitted effect of over 55% in size
#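 Counterscreen for endogenous-receptor signalling: CNG-channel HEK 293 cells report cAMP rise by membrane depolarization. After 60 min dye equilibration with 100 uM RO 20-1724, compounds incubated 30 min before bottom-read fluorescence at 590 nm.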
# Caspase-7 inhib: caspase-7 (human) inhibition, allosteric or competitive; P55210; recombinant caspase-7, Ac-DEVD-AFC fluorescence rate; Potency, µM (series often up to 57.5 µM), without a hit: at the highest dose activity change, negative = inhibition, hits mostly inhibitors; 0.02% of 75,000 active; AID 889; active means well fitted inhibition curve with a large enough effect in the main read-out, with a control signal flat, not every such curve was filed as active; inconclusive means small, poorly fitted or top-dose-only effect, or a change in a side signal; further: potency means the concentration at half of the fitted maximal effect; % of control where 0% means no effect
# Target sequence (P55210 24-198 limits assumed): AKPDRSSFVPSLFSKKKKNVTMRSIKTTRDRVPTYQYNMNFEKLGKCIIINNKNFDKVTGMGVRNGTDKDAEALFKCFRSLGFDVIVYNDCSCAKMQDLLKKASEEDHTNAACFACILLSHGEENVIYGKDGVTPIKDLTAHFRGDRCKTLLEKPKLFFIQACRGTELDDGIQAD
# Target sequence (P55210 207-303 limits assumed): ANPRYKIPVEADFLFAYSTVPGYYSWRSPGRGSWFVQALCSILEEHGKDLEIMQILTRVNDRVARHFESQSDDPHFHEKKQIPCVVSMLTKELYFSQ
# Starred values were filed as active, the others as inactive; i = inactive; ? = inconclusive; / = no result given; [ ] = remark or other dose. Unless noted, the call rests on the fitted dose curve; in most records, active means well fitted curve in the direction sought with a large enough effect; inconclusive means small, poorly fitted or top-dose-only effect, or another doubt; inactive means no such curve, though single readings can be large; an effect the other way counts as inactive or inconclusive.
SMILES,A350 fluor,ERK AVP block,TexasRed autofl,Fluorescein autfl,Luciferase inh,Tau fil binding,4-MU autofl,Casp1 inh,Rhodamine fluor,HEK293 cAMP ctrl,Caspase-7 inhib
CC(NC(=O)Nc1ccccn1)N1C(=O)C2C3C=CC(C3)C2C1=O (stereo not given),i,1%,i,i,1%,-7%,i,0%,i,10%,1%
O=C(COC(=O)C1(c2ccccc2F)CCCC1)NC1CCS(=O)(=O)C1 (stereo not given),i,-2%,?,?,1%,3%,i,0%,i,3%,0%[0.00368 µM]
CC(Oc1ccc(Cl)cc1Cl)C(=O)NCCCN1CCOCC1 (stereo not given),/,-11%,/,/,0%,-10%,/,3%,/,3%,-2%
CCC(=O)N1CCc2cc(S(=O)(=O)N3CCN(C(=O)c4ccco4)CC3)ccc21,i,-23%,i,i,4%,-6%,i,-2%,i,6%,0%
CC(=O)O[C@H]1C[C@H]2CC[C@@H]3[C@@H](CC[C@]4(C)[C@H](OC(C)=O)[C@H]([N+]5(C)CCCCC5)C[C@@H]34)[C@]2(C)C[C@H]1[N+]1(C)CCCCC1,2.9e-08M*,-11%[25.7 µM],i,i,3%[25.5 µM],15%[25.6 µM],2.9e-08M*,-1%[25.7 µM],i,10%[25.6 µM],0%[25.7 µM]
CNC(=O)C1CC(=O)N(c2ccc(F)c(Cl)c2)C1 (stereo not given),i,21%,i,i,1%,-2%,i,-1%,i,5%,-2%
O=C(Nn1cc(C(=O)N2CCN(c3ccccc3F)CC2)c2ccccc2c1=O)c1cnccn1,?,-11%,i,?,1%,-2%,i,2%,i,1%,0%
CCCN(c1ccc(C(C)C)cc1)S(=O)(=O)c1c(C)[nH]c(=O)[nH]c1=O,i,7%,i,i,0%,-1%,i,-1%,i,17%,1%
CCOC(=O)C(Cc1ccccc1)C(=O)Nc1nccs1 (stereo not given),/,11%,/,/,1%,13%,/,-4%,/,21%,0%
COC(=O)[C@@]1(Cc2ccc(F)cc2)[C@H]2c3cc(C(=O)N4CCCC4)n(CCF)c3C[C@H]2CN1C(=O)c1ccccc1,/,0%,/,/,/,5%,/,6%,/,?,-2%
CS(=O)(=O)NC1c2cccc3cccc(c23)C1N1CCOCC1 (stereo not given),i,-6%,i,?,1%,7%,i,0%,i,4%,-2%
Cc1cc2c(c(=O)o1)C(C13C=CC(CC1)C3)C(C#N)=C(N)O2 (stereo not given),i,17%,i,i,0%,12%,i,-5%,i,10%,-6%
CCCc1cc2c(c(NC(C)=O)n1)c(=O)oc1ccccc12,2.1e-08M*,-20%,i,i,-3%,-5%,2.3e-08M*,2%,i,14%,0%
O=C1c2ccccc2C(=O)N1Cc1nn2c(-c3ccc(Cl)cc3)nnc2s1,i,-18%,i,i,0%,-2%,i,-2%,i,18%,0%
CC1(C)CC2(CCO1)N1CC3(C)CN2CC(C)(C1)C3O (stereo not given),i,-1%,i,i,-1%,-1%,i,1%,i,?,-1%
COCCCN1C(=O)C(O)=C(C(=O)c2ccco2)C1c1cccc(Br)c1 (stereo not given),/,0%,/,/,1%,6%[11.4 µM],/,-2%,/,5%[11.4 µM],-1%
CC(=O)c1cccc(NC(=O)N2CCCC2C(=O)Nc2cccc(C)c2C)c1 (stereo not given),?,8%,i,i,4%,1%,i,1%,i,-2%,8%
CCc1nn(CC(=O)NCCCN2CCCC2=O)c(=O)c2cc3sccc3n12,/,-12%,/,/,-6%,-2%,/,7%,/,4%,0%
COC(=O)Nc1ncc(CN2C(=O)c3ccccc3C2=O)s1,i,?,i,i,2%,2%,i,-2%,i,1%,3%
CC1CCCCC1NC(=O)c1ccc(S(=O)(=O)NCc2ccco2)cc1 (stereo not given),i,-1%,?,i,1%,-8%,i,-4%,i,?,-2%
O=S(=O)(c1ccccc1)N1CCC(N2CCN(c3ccccc3)CC2)CC1,i,/,i,?,0%[25.5 µM],/,i,/,i,/,/
COc1ccc(C(=O)CSc2nnc(-c3ccoc3C)n2CC2CCCO2)cc1 (stereo not given),i,22%,?,?,-1%,41%,i,-1%,i,25%,4%
Nc1nnnn1CC(=O)OCc1cccc(Br)c1,i,/,i,?,0%[25.5 µM],/,i,/,i,/,/
Cc1cccc(OCC(=O)N(Cc2cccs2)C2CCS(=O)(=O)C2)c1 (stereo not given),i,-4%,i,i,1%,3%,i,-1%,i,2%,-1%
O=C(OCN1C(=O)c2ccccc2C1=O)c1ccc2c(=O)n3c(nc2c1)CCC3,i,-16%,i,i,-1%,-12%,i,-1%,i,3%,0%
C[C@@H](C(=O)Nc1ccc2ccccc2c1)[C@@H]1C[C@@]1(C)[C@@H](NS(=O)(=O)c1ccc(-c2ccccc2)cc1)c1ccccc1,/,0%,/,/,/,-2%,/,-2%,/,25%,1%
C=C(C)Cn1c(N2CCCC2)nc2c1c(=O)[nH]c(=O)n2C,/,/,/,/,1%,-3%,/,-3%,/,26%,0%
CC(=O)Nc1cc(C(=O)N2CCCC2)ccc1S(=O)(=O)c1ccc(C)cc1,i,8%,i,?,0%,-18%,i,-1%,i,3%,0%
O=C(O)c1ccc(NC(=O)C2CC=CCC2C(=O)O)cc1 (stereo not given),/,-13%,/,/,6%,10%,/,-3%,/,3%,0%
COC1=C(OC)c2ccccc2C(C(=O)O)N/C1=C(/C)Nc1ccncc1 (stereo not given),i,15%,?,?,2%,-4%,i,0%,i,4%,-1%
CC(=O)c1c(C)[nH]c(C(=O)CSc2nnc(C3CCCCC3)n2N)c1C,i,5%,?,i,-1%,-7%,i,0%,i,-3%,0%
COCCn1c(=O)c(-c2cc(F)cc(F)c2)nc2cncnc21,?,0%,i,i,1%[11.4 µM],-2%,?,-10%,i,-2%,-17%
O=C(NS(=O)(=O)c1ccc(NC(=O)C2CCCO2)cc1)c1ccccc1 (stereo not given),i,-17%,i,i,1%,5%,i,0%,i,4%,1%
CCOc1ccc(C(C)=O)cc1N1C(=O)C2C3C=CC(O3)C2C1=O (stereo not given),?,15%,i,i,-8%,7%,i,1%,i,15%,1%
Cc1ccc2oc(=O)c3cnn(CC(=O)NCCCOC(C)C)c3c2c1,/,-5%,/,/,-3%,6%,/,-2%,/,-1%,0%
COc1ccc(-c2noc(CCC(=O)Nc3ccc(C)c(C)c3)n2)cc1,i,?,i,?,-8%,34%,i,-3%,i,17%,-1%
O=C1C=C(c2ccccc2)C(O)(c2ccccc2)C1 (stereo not given),i,-8%,i,?,-1%,-13%,i,-1%,i,13%,-1%
COc1ccc(C(c2nnnn2C(C)(C)C)N2CCN(C)CC2)cc1OC (stereo not given),i,-18%,i,i,0%,6%,i,0%,i,8%,0%
CCc1c(C)nc(SCCOc2ccc(OC(C)C)cc2)[nH]c1=O,i,-11%,i,?,0%,14%,i,0%,i,8%,-1%
O=C(NC1CCCCCC1)c1nnc(Cc2ccc(Cl)cc2)o1,/,-1%,/,/,-4%,12%,/,-1%,/,14%,-3%
CC1(C)Cc2c(C#N)c(N3CCN(C(=O)c4ccco4)CC3)nc(Cc3ccccc3)c2CO1,6e-08M*,/,i,i,-1%[25.5 µM],/,5.1e-08M*,/,i,/,/
Cn1c(=O)oc2cc(S(=O)(=O)NCc3ccccn3)ccc21,/,/,/,/,2%,1%,/,-1%,/,1%,1%
CC1CCN(CC(=O)N2c3ccccc3CCc3ccccc32)CC1,/,-13%,/,/,-6%,-8%,/,-1%,/,12%,-2%
COCCCn1c(SCc2cc(=O)[nH]c3ccccc23)nnc1-c1ccco1,i,19%,i,i,2%,-4%,i,-1%,i,2%,2%
O=c1cnc2cnc(OCc3ccccc3)nc2n1CCc1ccccc1,i,3%,i,i,2%[11.4 µM],-21%,i,-7%,i,?,-3%

# Sorted by molecular weight (largest number first): seven of the compounds above
SMILES,A350 fluor,ERK AVP block,TexasRed autofl,Fluorescein autfl,Luciferase inh,Tau fil binding,4-MU autofl,Casp1 inh,Rhodamine fluor,HEK293 cAMP ctrl,Caspase-7 inhib
CC1(C)Cc2c(C#N)c(N3CCN(C(=O)c4ccco4)CC3)nc(Cc3ccccc3)c2CO1,6e-08M*,/,i,i,-1%[25.5 µM],/,5.1e-08M*,/,i,/,/
COc1ccc(C(c2nnnn2C(C)(C)C)N2CCN(C)CC2)cc1OC (stereo not given),i,-18%,i,i,0%,6%,i,0%,i,8%,0%
O=c1cnc2cnc(OCc3ccccc3)nc2n1CCc1ccccc1,i,3%,i,i,2%[11.4 µM],-21%,i,-7%,i,?,-3%
COc1ccc(-c2noc(CCC(=O)Nc3ccc(C)c(C)c3)n2)cc1,i,?,i,?,-8%,34%,i,-3%,i,17%,-1%
CC1CCN(CC(=O)N2c3ccccc3CCc3ccccc32)CC1,/,-13%,/,/,-6%,-8%,/,-1%,/,12%,-2%
Cn1c(=O)oc2cc(S(=O)(=O)NCc3ccccn3)ccc21,/,/,/,/,2%,1%,/,-1%,/,1%,1%
O=C1C=C(c2ccccc2)C(O)(c2ccccc2)C1 (stereo not given),i,-8%,i,?,-1%,-13%,i,-1%,i,13%,-1%

# Bioassay records as filed in PubChem BioAssay.

# The list is partial, so the mix of outcomes need not match the whole.
